APE1 inh: blocks human APE1 abasic DNA cleavage; P27695; recombinant APE1, TAMRA/BHQ-2 abasic DNA cleavage fluorescence; AID 2517; Potency, µM (doses to about 65.8 µM), for inactives: at the highest dose activity change, negative = inhibition, actives largely listed as inhibitors; 350,000 compounds, 0.35% hits;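 also: plate controls were vehicle for no effect and reference inhibitor for full effect; nearly all actives have a fitted effect of over 55% in size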
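Readout is kinetic fluorescence (ex 525, em 598 nm) from cleavage of 50 nM TAMRA/BHQ-2 THF abasic duplex by 0.75 nM APE1, compound added 15 min beforehand at RT.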
Anesthetic bind: binds horse apoferritin like a general anesthetic; P02791; apoferritin/1-aminoanthracene competitive binding, fluorescence; Potency, µM (doses to about 77.5 µM), inactives show at the top dose activity change, negative = displacement, most hits filed as inhibitors; 350,000 compounds, 0.074% hits; also: % is scaled to controls: 0 for no effect and ±100 for the full control effect; nearly all actives have a fitted effect of over 20% in size
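Apoferritin-based anesthetic binding model; compound displacement of fluorescent 1-AMA measured as endpoint fluorescence after 10 minutes at room temperature, scaled to free-ligand and complex controls.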
G9a block: blocks human histone lysine methyltransferase G9a; Q96KQ7; G9a H3K9 monomethylation, AlphaScreen, 2 h; Potency, µM (top dose mostly 102 µM), without a hit: at the highest dose activity, negative = inhibition, usual class: inhibitors; 350,000 compounds, 8.8% hits; AID 504332; also: % is scaled to controls: 0 for no effect and ±100 for the full control effect; nearly all actives have a fitted effect of over 75% in size
Target sequence (Q96KQ7 913-1193 limits assumed): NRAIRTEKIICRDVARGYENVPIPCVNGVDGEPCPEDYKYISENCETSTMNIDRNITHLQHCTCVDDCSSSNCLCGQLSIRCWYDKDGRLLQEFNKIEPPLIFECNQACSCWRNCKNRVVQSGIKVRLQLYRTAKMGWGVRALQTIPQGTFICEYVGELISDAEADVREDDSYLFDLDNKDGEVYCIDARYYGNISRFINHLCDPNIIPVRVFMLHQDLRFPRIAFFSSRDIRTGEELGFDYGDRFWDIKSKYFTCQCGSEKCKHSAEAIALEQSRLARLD
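Methyltransferase reactions run at room temperature for 2 h (20 nM enzyme, 500 nM biotin-H3K9 peptide, 20 uM SAM) after a 15 min compound preincubation; product detected by AlphaScreen beads and anti-H3K9me1 antibody.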
BLM helicase inh: blocks DNA unwinding by human BLM helicase; P54132; recombinant BLM DNA unwinding, fluorescence dequenching; Potency, µM (titrated, usually from 56.1 µM), for inactives: top-dose activity change, negative = inhibition, usual class: inhibitors; 350,000 compounds, 0.2% hits;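 also: plate controls were vehicle for no effect and no enzyme for full effect; nearly all actives have a fitted effect of over 35% in size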
POLB inh: inhibitors of human DNA polymerase beta. P06746. Pol beta primer extension/strand displacement, fluorescence kinetic. Potency, µM (doses to about 114 µM), for the others: top-dose activity change, negative = inhibition, most hits filed as inhibitors. 340,000 compounds, 1.3% hits; also: % is scaled to controls: 0 for no effect and ±100 for the full control effect
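Pol beta (10 nM) and compounds were preincubated 15 min at room temperature, then 50 nM substrate (final) started primer extension/strand displacement. Reads were taken at 0 and 10 min; concentration-response data were fitted to a four-parameter Hill equation.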
BAZ2B inh: BAZ2B (human) inhibition; AlphaScreen BAZ2B-H3K14Ac peptide displacement; Potency, µM (series often up to 114 µM), for inactives: top-dose activity change, negative = inhibition, actives largely listed as inhibitors; 360,000 compounds, 4.4% hits; AID 504333; also: % is scaled to controls: 0 for no effect and ±100 for the full control effect; nearly all actives have a fitted effect of over 60% in size
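BAZ2B (50 nM) with biotin-H3(5-23)K14Ac peptide (50 nM) in PBS pH 7.4, 0.01% Tween-20, preformed 30 min, then compound 30 min at room temperature; top concentration 110uM. AlphaScreen streptavidin donor/nickel chelate acceptor beads (10 ug/mL final), 20 min dark, signal read.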
POLH inh: blocks human DNA polymerase eta activity; Potency, µM (highest dose often 114 µM), for inactives: top-dose activity change, negative = inhibition, actives largely listed as inhibitors; Q9Y253; recombinant Pol eta, fluorescent DNA replication assay; 390,000 compounds, 1.2% hits; also: % is scaled to controls: 0 for no effect and ±100 for the full control effect
Target sequence (Q9Y253 whole entry, looked up): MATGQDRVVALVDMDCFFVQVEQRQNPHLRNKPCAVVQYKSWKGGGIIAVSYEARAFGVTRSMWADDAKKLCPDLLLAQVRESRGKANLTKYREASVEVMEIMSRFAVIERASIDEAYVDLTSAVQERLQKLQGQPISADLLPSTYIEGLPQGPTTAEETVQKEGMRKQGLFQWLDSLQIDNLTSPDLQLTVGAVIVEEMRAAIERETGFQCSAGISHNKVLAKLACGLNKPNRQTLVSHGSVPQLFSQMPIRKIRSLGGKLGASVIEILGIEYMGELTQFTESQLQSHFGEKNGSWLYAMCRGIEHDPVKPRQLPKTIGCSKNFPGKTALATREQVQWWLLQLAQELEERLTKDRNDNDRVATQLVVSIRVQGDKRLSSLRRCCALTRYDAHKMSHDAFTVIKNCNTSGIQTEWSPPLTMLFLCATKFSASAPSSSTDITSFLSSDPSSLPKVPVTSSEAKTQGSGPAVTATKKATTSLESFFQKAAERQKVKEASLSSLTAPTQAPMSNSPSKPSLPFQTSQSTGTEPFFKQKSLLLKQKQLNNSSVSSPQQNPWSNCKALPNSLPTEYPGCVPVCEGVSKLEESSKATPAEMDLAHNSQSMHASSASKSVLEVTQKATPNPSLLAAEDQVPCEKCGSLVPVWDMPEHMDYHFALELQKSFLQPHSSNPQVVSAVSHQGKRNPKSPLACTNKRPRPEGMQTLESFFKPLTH
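Fluorescent replication assay: 50 nM final substrate added after a 15 min room-temperature compound preincubation with 10 nM enzyme. Signal taken at 0 min and again at 10 min.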
POLK inh: blocks human DNA polymerase kappa activity | purified Pol kappa, fluorescent DNA synthesis assay, 10 min | Potency, µM (highest dose often 107 µM), inactives show top-dose activity, negative = inhibition, most hits filed as inhibitors | 400,000 compounds, 0.53% hits | Q9UBT6 | AID 588579; also: % is scaled to controls: 0 for no effect and ±100 for the full control effect
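Readout: fluorescence, taken kinetically at 0 and 10 min. Conditions: 10 nM Pol kappa, 15 min RT compound preincubation, 50 nM substrate final. Controls: enzyme-free buffer wells.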
Pol iota inh: DNA polymerase iota (human) inhibition. Q9UNA4. Pol iota fluorescent replication assay, 10 min. Potency, µM (doses to about 115 µM), without a hit: top-dose activity, negative = inhibition, usual class: inhibitors. AID 588590. 390,000 compounds, 1% hits
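Fluorescent replication assay read twice, at 0 min and 10 min after adding 50 nM (final) substrate. Enzyme (10 nM) and compounds were first incubated 15 min at room temperature; enzyme-free buffer wells were negative controls.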
* hit, by the source's call; ? = inconclusive; nt = no result given; & = joins results of further samples; [ ] = dose if it differs, or a comment. Calls follow the shape of the dose curve; as a rule, active = well fitted curve in the direction sought with a large enough effect; inconclusive = small, poorly fitted or top-dose-only effect, or another doubt; inactive = no such curve, though single readings can be large; an effect the other way counts as inactive or inconclusive. Potency is read from the fitted curve at half-maximal effect.

| nr | APE1 inh | Anesthetic bind | G9a block | BLM helicase inh | POLB inh | BAZ2B inh | POLH inh | POLK inh | Pol iota inh | smiles |
| --- | --- | --- | --- | --- | --- | --- | --- | --- | --- | --- |
| 1 | 9.6% | -18.9% | -3.0% | -3.5% | 11.2% | -30.9% | 2.7% | -12.6% | 13.7% | O=C(c1ccco1)N1CCCC(N2CCN(c3cccc(C(F)(F)F)c3)CC2)C1 (stereo not drawn) |
| 2 | 4.6% | -11.7% | ? | -4.4% | -0.1% | -21.2% | -9.1% | 12.0% | -3.8% | Cc1ccc(S(=O)(=O)N(C)C)cc1NC(=O)COC(=O)/C=C/c1cnc2ccccc2n1 |
| 3 | 4.2% | -11.7% | 11.3% | -4.1% | 23.1% | 4.0% | -19.0% | -6.6% | -2.8% | CCCNC(=S)Nc1ccc(Br)cc1 |
| 4 | 5.5% | -5.0% | nt | -3.2% | 27.6% | -10.8% | 11.8% | -5.0% | 33.5%[activator] | C/C(=N\NC(=O)c1ccc2c(c1)OCO2)c1ccc(NC(=O)CCCC(=O)O)cc1 |
| 5 | -3.1% | 0.7% | 5.5%[59 µM] | 2.2% | 1.4% | -2.9% | 4.5% | -7.6% | 17.0% | CC(=O)c1c(C)nn(C(C)CC(=O)O)c1C (stereo not drawn) |
| 6 | 16.8% | nt | 13.8%[12.7 µM] | nt | nt | ? | -14.9% | -7.1% | 22.7% | Cc1ccc(-c2nnc(SCC(=O)NCCN3C(=O)CSC3=O)n2C)cc1 |
| 7 | -5.1% | -1.4% | 12.9%[59 µM] | -6.0% | -29.2% | -9.4% | -13.6% | -5.6% | -11.6% | COc1cc(NS(=O)(=O)c2cc(C)ccc2OC)c(OC)cc1Cl |
| 8 | -6.0% | nt | 6.5% | nt | nt | 14.3% | -1.3% | -4.6% | 12.4% | CCOc1ccc(N2CC(NS(=O)(=O)c3cccs3)CC2=O)cc1 (stereo not drawn) |
| 9 | 1.9% | -23.4% | 1µM* | -2.6% | -26.0% | 56.2µM* | -14.4% | -10.8% | 21.2% | S=c1cnc2ccccc2[nH]1 |
| 10 | 20.1% | -10.6% | -26.8% | -1.2% | 1.4% | -12.5% | -2.0% | -15.8% | 89.5%[activator] | CCN(CC)S(=O)(=O)c1ccc(Cl)c(C(=O)NC(C)C(c2cccs2)N2CCCC2)c1 (stereo not drawn) |
| 11 | 2.0% | nt | 15.6%[12.7 µM] | nt | nt | -3.3% | -17.9% | -1.6% | 47.4%[activator] | Nc1cc(Nc2ccccc2)ccn1 |
| 12 | -7.9% | -4.3% | -36.7% | -4.8% | -7.2% | -17.2% | -8.3% | -5.9% | 5.7% | COc1ccc(-c2c(C)nn3c(-c4ccccc4)cc(C)nc23)cc1 |
| 13 | nt | 22.6% | 42.6%[activator][59 µM] | -0.5% | 1.0% | 17.7% | -16.5% | 6.3% | 18.6% | Cc1ccc(C)c(Cn2c(=O)n(CCCCC(=O)NCc3ccccc3Cl)c(=O)c3ccccc32)c1 |
| 14 | nt | 1.4% | -31.7%[59 µM] | 4.7% | 4.6% | -23.3% | -7.1% | -24.3% | -3.1% | Cc1c(Cl)cccc1NC(=O)Cn1c(CCC(=O)O)ccc1-c1cccs1 |
| 15 | 14.7% | -12.6% | ? | -1.0% | 20.3% | -15.9% | -6.1% | 4.1% | 24.3% | Cc1ccccc1NC(=S)Nc1ccccn1 |
| 16 | -3.4% | ? | -2.4% | -4.0% | ? | -22.6% | -9.9% | 0.7% | 7.8% | O=C(CNC(=O)c1ccccc1)N/N=C/c1cccs1 |
| 17 | 8.1% | -6.7% | 13.6% | -3.3% | 2.7% | -23.0% | -10.6% | -11.2% | 0.5% | O=C(O)CCCC(=O)NCCCc1ccccc1 |
| 18 | -1.3% | 7.6% | -6.4%[59 µM] | -1.8% | -23.4% | -2.5% | -5.7% | -10.8% | 16.7% | COc1ccc(S(=O)(=O)Nc2ccccc2OC)cc1C |
| 19 | nt | -10.3% | -6.0%[59 µM] | 1.7% | 1.1% | -21.9% | -8.2% | -16.9% | -1.5% | O=C(Nc1ccccc1Br)c1cc(CN2CCCC2)on1 |
| 20 | nt | -10.4% | -47.2%[59 µM] | -15.3% | 6.4% | ? | -20.5% | -1.5% | 0.8% | COCCCN1C(=O)c2[nH]nc(-c3ccccc3O)c2C1c1ccc(OCc2ccccc2)cc1 (stereo not drawn) |
| 21 | -4.3% | -4.4% | 10.7%[59 µM] | -4.9% | -7.8% | 1.3% | -27.1% | -5.9% | 27.5% | CCOc1cccc(OCCCOc2cccc3cccnc23)c1 |
| 22 | 18.4% | -12.7% | -5.5%[0.501 µM] | -1.5% | 35.2% | -13.4% | -4.1% | -0.6% | -6.2% | CCCCCCC1CC(C)(/C(C)=N/NC(N)=O)OC1=O (stereo not drawn) |
| 23 | 1.4% | -13.4% | nt | 0.0% | -2.6% | 2.6% | -10.0% | -28.3% | -29.9% | COC(=O)c1cc(S(=O)(=O)Nc2cc(OC)cc(OC)c2)cn1C |
| 24 | 1.7% | 3.7% | 14.1µM* | 0.0% | -8.5% | ? | -12.2% | -21.6% | -6.6% | COc1ccc(/C=c2/sc3nc(-c4ccccc4)c(-c4ccccc4)n3c2=O)cc1 |
| 25 | -0.5% | 1.3% | ? | -15.8% | -20.4% | -34.2% | ? | ? | ? | Cc1ccc(C(=O)/C=C/c2ccc(-c3ccc(C)cc3)o2)cc1 |
| 26 | 19.8% | nt | nt | nt | nt | nt | -10.9% | -3.0% | 2.9% | Cc1cnc(C(=O)OCC(=O)NCc2ccc(Cl)cc2)cn1 |
| 27 | ? | -10.8% | -1.3%[59 µM] | -15.0% | -10.6% | 0.7% | -20.4%&-25.9% | -2.5% | 6.7% | COc1cc(NC(=O)c2cc(C)on2)cc(C(=O)Nc2cccc(C(F)(F)F)c2)c1 |
| 28 | 9.5% | -8.6% | 12.6% | -0.4% | -16.2% | -11.4% | -4.1% | -5.7% | 10.7% | C[C@@H](CN1C(=O)C(=O)NC[C@@H]1C)NC(=O)CC12CC3CC(CC(C3)C1)C2 |
| 29 | 42.3%[activator] | -10.2% | 44.7µM* | -6.4% | 22.6% | -37.5% | -0.6% | 3.3% | 46.6%[activator] | O=C(COc1ccc(S(=O)(=O)NCc2ccccc2)cc1Cl)NCc1ccccn1 |
| 30 | -0.1% | -18.8% | -20.5% | -1.7% | -5.9% | 11.3% | 5.1% | -19.0% | 94.4%[activator] | Cc1ccc(NC(=O)COC(=O)C2CC2(Cl)Cl)cc1C (stereo not drawn) |
| 31 | nt | -4.7% | -41.5%[59 µM] | -2.8% | ? | 0.8% | -17.9% | -1.8% | 11.9% | CCCCN1CC(c2nc3ccccc3n2CCCCOc2ccc(C)cc2C)CC1=O (stereo not drawn) |
| 32 | -0.7% | -16.4% | 2.4%[59 µM] | -3.0% | 0.0% | 5.8% | -16.7% | -3.3% | -4.5% | O=S(=O)(c1cccc(C(F)(F)F)c1)N1CCN(c2ccccc2)CC1 |
| 33 | 0.9% | -12.1% | 30.0%[59 µM] | 0.0% | 32.3% | 39.2%[activator] | -14.2% | 1.8% | -7.3% | CC(C)CC1(C)NC(=O)NC1=O (stereo not drawn) |
| 34 | 14.6% | -7.7% | -37.7%[59 µM] | -6.1% | 19.3% | -8.8% | -4.7% | 4.0% | 27.7% | Cc1c(/C(O)=C2/C(=O)C(=O)N(CCN(C)C)C2c2ccc(C(C)C)cc2)cnn1-c1ccccc1 (stereo not drawn) |
| 35 | 1.3% | -1.4% | -0.8%[2.33 µM] | -5.1% | 0.5% | -2.4% | -14.0% | 9.5% | 4.1% | CS(=O)(=O)c1ccc2nc(NC(=O)CN3CCC(Cc4ccccc4)CC3)sc2c1 |
| 36 | -1.1% | 5.6% | 56.2µM* | -0.2% | -3.3% | 4.4% | -15.0% | -7.4% | 12.2%[58.9 µM] | Cc1occc1C(=O)Nc1ccc(S(=O)(=O)N2CCN(C)CC2)cc1 |
| 37 | -8.1% | -4.9% | nt | -2.2% | 5.7% | -5.8% | -16.3% | -0.1% | 12.6% | COc1ccc(/C=N/N2CCN(c3ccc(Cl)cc3)CC2)cc1O |
| 38 | 10.1% | -16.5% | 39.8%[activator] | -1.1% | 6.3% | -17.2% | 2.3% | -5.8% | -8.7% | Nc1nonc1-n1nnc(C(=O)N/N=C/c2ccoc2)c1CSc1ccccc1 |
| 39 | 6.7% | -2.1% | 2.0% | -2.3% | 23.5% | -13.3% | 11.6% | -15.8% | 8.7% | O=C(N/N=C\c1ccoc1)c1ccco1 |

A different layout for some results above.
No.	SMILES	APE1 inh	Anesthetic bind	G9a block	BLM helicase inh	POLB inh	BAZ2B inh	POLH inh	POLK inh	Pol iota inh
32	O=S(=O)(c1cccc(C(F)(F)F)c1)N1CCN(c2ccccc2)CC1	-0.7%	-16.4%	2.4%[59 µM]	-3.0%	0.0%	5.8%	-16.7%	-3.3%	-4.5%
33	CC(C)CC1(C)NC(=O)NC1=O (stereo not drawn)	0.9%	-12.1%	30.0%[59 µM]	0.0%	32.3%	39.2%[activator]	-14.2%	1.8%	-7.3%
34	Cc1c(/C(O)=C2/C(=O)C(=O)N(CCN(C)C)C2c2ccc(C(C)C)cc2)cnn1-c1ccccc1 (stereo not drawn)	14.6%	-7.7%	-37.7%[59 µM]	-6.1%	19.3%	-8.8%	-4.7%	4.0%	27.7%
35	CS(=O)(=O)c1ccc2nc(NC(=O)CN3CCC(Cc4ccccc4)CC3)sc2c1	1.3%	-1.4%	-0.8%[2.33 µM]	-5.1%	0.5%	-2.4%	-14.0%	9.5%	4.1%
36	Cc1occc1C(=O)Nc1ccc(S(=O)(=O)N2CCN(C)CC2)cc1	-1.1%	5.6%	56.2µM*	-0.2%	-3.3%	4.4%	-15.0%	-7.4%	12.2%[58.9 µM]
37	COc1ccc(/C=N/N2CCN(c3ccc(Cl)cc3)CC2)cc1O	-8.1%	-4.9%	nt	-2.2%	5.7%	-5.8%	-16.3%	-0.1%	12.6%
38	Nc1nonc1-n1nnc(C(=O)N/N=C/c2ccoc2)c1CSc1ccccc1	10.1%	-16.5%	39.8%[activator]	-1.1%	6.3%	-17.2%	2.3%	-5.8%	-8.7%
39	O=C(N/N=C\c1ccoc1)c1ccco1	6.7%	-2.1%	2.0%	-2.3%	23.5%	-13.3%	11.6%	-15.8%	8.7%

Screens (PubChem BioAssay)

Only part of the results is shown; rates above refer to the full screens.
